Assay outcomes: PubChem, several laboratories
Myeloid diff 2 – promotes myeloid progenitor differentiation. ER-HoxA9 myeloid progenitors, lysozyme-GFP differentiation, flow cytometry. calls only at 10 µM. 360,000 compounds, 1% hits;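 active = normalized GFP-positive differentiation at or above the plate's own cutoff, the solvent-only control mean plus 3 SD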;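 note: cells exposed to compound for four days before flow analysis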
KOR beta-arrestin-1 – KOR agonists, beta-arrestin recruitment, primary screen, cell-based, luminescence, uHTS (AID 1777); activation, % at 10 µM, or EC50 in µM where a hit was titrated; 280,000 compounds, 0.02% hits; KOR beta-arrestin recruitment, luminescence; higher % means a stronger effect; in the data active = activation above about 50%, passing the limit was not always enough; note: a part of the inactive calls stands beside numbers as strong as those of hits
GPR55 antagonists – GPR55 antagonists blocking LPI-driven arrestin recruitment, primary screen, imaging, U2OS, beta-arrestin-GFP, LPI agonist (AID 2013); one-dose inhibition, % at 10 µM; IC50 in µM for titrated hits; U2OS GPR55 beta-arrestin-GFP translocation imaging, LPI antagonism; higher % means a stronger effect; 290,000 compounds, 0.13% hits;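 active = spots per cell inhibited over 60%, with over 100 cells counted and total cytoplasm intensity under 500,000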;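 note: U2OS cells stably carrying GPR55 and arrestin-GFP stimulated by 5 µM LPI near EC80; imaged beta-arrestin-GFP aggregate spots per cell after agonist stimulation; plate controls were LPI-stimulated DMSO wells for no effect and DMSO wells without LPI for full effect; some results filed as inactive read as strong as hits; confirmed hits need IC50 under 10 µM and bright autofluorescent wells are also inconclusive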
NOD1 inhibition – inhibition of NOD1-driven NF-kB reporter – cell-based, luminescence, uHTS, primary screen (AID 1578) | NOD1-driven NF-kB luciferase reporter cells, luminescence; higher % means a stronger effect | inhibition, % at 4 µM, or EC50 in µM where a hit was titrated | 290,000 compounds, 1% hits; in the data active = inhibition mostly above about 36%, no sharp cut-off; inactive = mostly below about 34%;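 note: HEK-293T reporter cells stimulated with the NOD1 agonist gamma-tri-DAP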
GPR35 antagonists – inhibition of zaprinast-stimulated GPR35 beta-arrestin translocation – imaging, U2OS, beta-arrestin-GFP, zaprinast agonist, primary screen (AID 2058). inhibition, % at 10 µM; hits with a dose series show IC50 in µM. 290,000 compounds, 0.052% hits. U2OS GPR35 beta-arrestin-GFP translocation imaging, zaprinast antagonism; higher % means a stronger effect;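 active = inhibition of at least 50% with at least 30 cells and total cytoplasm GFP at most 10,000,000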
KOR beta-arrestin-2 – KOR antagonists, beta-arrestin recruitment, cell-based, luminescence, uHTS (AID 1778); KOR beta-arrestin recruitment, luminescence, antagonist mode; higher % means a stronger effect; 290,000 compounds, 0.091% hits; inhibition, % at 10 µM, or IC50 in µM where a hit was titrated; note: strong numbers were not always called active
HIV peptide binding – inhibitors of HIV fusion peptide binding, primary screen, biochemical, uHTS, fluorescence dequenching (AID 1986); cell-free peptide binding, fluorescence dequenching, 30 min; higher % means a stronger effect; inhibition, % at 20 µM; hits with a dose series show IC50 in µM; 290,000 compounds, 0.3% hits; in the data active = inhibition mostly above about 52%, no sharp cut-off; inactive = mostly below about 76%; note: some results filed as inactive read as strong as hits
GPR55 activation – selective activators of receptor GPR55 – imaging, U2OS cells, beta-arrestin-GFP redistribution, primary screen (AID 1961); 290,000 compounds, 0.048% hits; U2OS GPR55 beta-arrestin-GFP redistribution imaging; higher % means a stronger effect; activation, % at 10 µM, or EC50 in µM where a hit was titrated;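 active = activation above 40% with more than 50 cells counted in the well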;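 note: U2OS osteosarcoma cells stably expressing GPR55 and beta-arrestin-GFP; plate controls were DMSO negative control for no effect and LPI positive control for full effect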
NOD2 inhibition – inhibition of NOD2-driven NF-kB reporter – cell-based, luminescence, uHTS, HEK293 (AID 1566). HEK293 NOD2/NF-kB luciferase reporter, luminescence; higher % means a stronger effect. inhibition, % at 4 µM; hits with a dose series show EC50 in µM. 290,000 compounds, 0.63% hits; note: many of its hits are not listed in these tables
Myeloid diff 2 GFP+ MAC1+ % – second read-out of Myeloid diff 2, no call of its own (marks repeat the call); GFP+ MAC1+ double positive, %; measured here: differentiation confirmed by MAC1 staining
* = called active by the depositor; i = inactive; [ ] = dose if it differs, or a comment. Cut-off read from the data, not from the text of the source, unless noted: active = inhibition above about 50%; inactive = the rest.

SMILES	Myeloid diff 2	Myeloid diff 2 GFP+ MAC1+ %	KOR beta-arrestin-1	GPR55 antagonists	NOD1 inhibition	GPR35 antagonists	KOR beta-arrestin-2	HIV peptide binding	GPR55 activation	NOD2 inhibition
CCOC(=O)N1CCN(C(=O)c2ccccc2NC(=O)COc2ccccc2)CC1	i	1.3	0.9%	8%	-41%	4%	9%	2.0%	-0.1%	-3%
CCN(CC)S(=O)(=O)c1ccc(C(=O)Nn2cnnc2)cc1	i	0.6	-5.6%	3%	-10%	-6%	-8%	-2.0%	-0.1%	7%
O=C(CNC(=O)c1cccs1)N/N=C/c1c[nH]c2ccccc12	i	0.7	-0.1%	10%	-17%	-7%	-4%	-2.2%	0.6%	8%
CC(C)CC(=O)N1CCN(Cc2ccc(Br)cc2)CC1	i	0.1	-2.8%	1%	-36%	8%	8%	-1.4%	-0.1%	1%
Cc1cccc(-c2nc(CS(=O)CC(=O)N3CCN(C)CC3)c(C)o2)c1 (centres undefined)	i	1.1	7.4%	-2%	-1%	5%	5%	2.2%	-0.1%	20%
O=C(NC(=S)Nc1cccnc1Cl)c1ccc(Cl)cc1	i	0.6	0.7%	1%	28%	-8%	15%	-2.0%	-0.1%	-28%
COc1cc(O)c(C(CC(=O)N2CCN(c3ccccc3)CC2)c2ccc(N(C)C)cc2)c(OC)c1 (centres undefined)	i	1.3	-1.1%	-1%	-2%	10%	20%	-2.5%	-0.1%	15%
Cc1ccc(-c2nnn(CC(=O)N(Cc3cccs3)C(C(=O)NC(C)(C)C)c3ccc(C)o3)n2)o1 (centres undefined)	i	2.2	1.9%	13%	-2%	-4%	2%	7.6%	1.1%	14%
CCn1c(CNC(=O)c2ccccc2Br)nnc1SCC(=O)Nc1nncs1	i	1.3	1.6%	-9%	37%	13%	-13%	1.6%	-0.4%	-28%
N#Cc1ccc(/C=C2\CCn3c2nc2cc(C(=O)O)ccc2c3=O)cc1	i	0.3	1.0%	4%	7%	12%	-27%	-0.7%	0.0%	-26%
Cc1ccc(CNC(=O)C2CCCCC2C(=O)O)cc1 (centres undefined)	i	1.0	12%	6%	6%	-16%	19%	1.7%	-0.1%	18%
O=C(NCC1CCNCC1)c1ccncc1	i	0.7	0.6%	6%	-30%	13%	-63%	3.0%	-0.1%	9%
COc1ccc2c(c1OC)C[N+]1([O-])CCc3cc4c(cc3C1C2)OCO4 (centres undefined)	i	1.6	5.9%	-5%	-1%	-5%	-3%	-1.5%	-0.1%	15%
CCCc1cc(=O)[nH]c(SCc2cccc(C)c2)n1	i	0.9	-3.5%	7%	14%	18%	-13%	-0.3%	-0.1%	9%
O=C(Nc1cc(-c2nc3ncccc3o2)ccc1Cl)c1ccco1	i	0.4	5.2%	6%	-12%	-1%	-1%	1.0%	0.2%	5%
Cc1cccc(NC(=O)CCN2CCCC(C)C2)c1 (centres undefined)	i	0.5	9.0%	9%	-9%	10%	-29%	2.0%	-0.1%	1%
COc1ccc2c(c1OC)C(=O)N(c1ccc(F)cc1)C2	i	0.2	0.3%	6%	-6%	-6%	-20%	1.4%	-0.1%	-51%
CCC(C)(C)C1CCc2[nH]nc(C(=O)N/N=C(\C)c3ccco3)c2C1 (centres undefined)	i	0.1	0.1%	-3%	1%	-18%	5%	-2.0%	-0.1%	-10%
Cc1cc(C(=O)NCCN2C(=O)S/C(=C\c3cccs3)C2=O)ccc1[N+](=O)[O-]	i	0.1	-3.0%	10%	-8%	6%	-13%	-1.5%	-0.2%	-60%
Cc1ccc2c(c1)C(c1ccc(O)cc1)(c1ccc(O)cc1)C(=O)N2C	i	0.3	4.0%	1.6µM*	-20%	-9%	-49%	0.3%	-0.2%	14%
NCCCCCc1nnc(SCC(=O)Nc2cccc(Cl)c2)o1	i	0.8	2.3%	3%	-5%	15%	22%	94%	-0.3%	23%
CC1CN(C(=O)N[C@@H](Cc2ccccc2)C(=O)O)CC(C)O1 (some centres undefined)	i	1.9	1.3%	4%	3%	9%	-5%	0.1%	-0.1%	13%
CN(C)c1ccc(NC(=O)COC(=O)c2cc(=O)c3ccccc3o2)cc1	i	1.0	-3.9%	-2%	-15%	-9%	1%	-2.2%	-0.2%	19%
COc1ccc(-c2cc(-c3ccccc3)nc(Cl)n2)cc1OC	i	0.6	-1.2%	-4%	12%	1%	-43%[20 µM]	-1.3%	-0.3%	16%
Cn1c(SCC(=O)N2CCCCCC2)nc2c(c1=O)SCC2	i	6.3	7.6%	3%	3%	0%	6%	-1.0%	-0.1%	16%
Cc1cc(C)c2cc(CN(CCO)Cc3nnnn3Cc3ccc(F)cc3)c(=O)[nH]c2c1	i	1.0	-1.6%	2%	-5%	-6%	16%	-1.2%	0.3%	8%
O=C(Nc1ccnn1C1CCN(C(=O)c2ccccc2C(F)(F)F)CC1)C1CC1	i	1.2	-4.4%	5%	0%	15%	29%	-0.4%	0.0%	-6%
CCOc1ccc(NC(=O)COc2ccc(OC)cc2)cc1	i	0.3	-2.4%	11%	-13%	-6%	-4%	-1.6%	-0.6%	-11%
Cc1ccccc1Nc1nc2ccccc2s1	i	0.3	1.7%	11%	-23%	17%	18%	2.8%	0.5%	17%
O=C(Cn1cnc2c(nnn2-c2cccc(Cl)c2)c1=O)N1CCOCC1	i	2.0	1.8%	-11%	-11%	-2%	0%	-1.0%	0.3%	14%

Shown with bars between the fields: part of the list above
Compound | Myeloid diff 2 | Myeloid diff 2 GFP+ MAC1+ % | KOR beta-arrestin-1 | GPR55 antagonists | NOD1 inhibition | GPR35 antagonists | KOR beta-arrestin-2 | HIV peptide binding | GPR55 activation | NOD2 inhibition
CCC(C)(C)C1CCc2[nH]nc(C(=O)N/N=C(\C)c3ccco3)c2C1 (centres undefined) | i | 0.1 | 0.1% | -3% | 1% | -18% | 5% | -2.0% | -0.1% | -10%
Cc1cc(C(=O)NCCN2C(=O)S/C(=C\c3cccs3)C2=O)ccc1[N+](=O)[O-] | i | 0.1 | -3.0% | 10% | -8% | 6% | -13% | -1.5% | -0.2% | -60%
Cc1ccc2c(c1)C(c1ccc(O)cc1)(c1ccc(O)cc1)C(=O)N2C | i | 0.3 | 4.0% | 1.6µM* | -20% | -9% | -49% | 0.3% | -0.2% | 14%
NCCCCCc1nnc(SCC(=O)Nc2cccc(Cl)c2)o1 | i | 0.8 | 2.3% | 3% | -5% | 15% | 22% | 94% | -0.3% | 23%
CC1CN(C(=O)N[C@@H](Cc2ccccc2)C(=O)O)CC(C)O1 (some centres undefined) | i | 1.9 | 1.3% | 4% | 3% | 9% | -5% | 0.1% | -0.1% | 13%
CN(C)c1ccc(NC(=O)COC(=O)c2cc(=O)c3ccccc3o2)cc1 | i | 1.0 | -3.9% | -2% | -15% | -9% | 1% | -2.2% | -0.2% | 19%
COc1ccc(-c2cc(-c3ccccc3)nc(Cl)n2)cc1OC | i | 0.6 | -1.2% | -4% | 12% | 1% | -43%[20 µM] | -1.3% | -0.3% | 16%
Cn1c(SCC(=O)N2CCCCCC2)nc2c(c1=O)SCC2 | i | 6.3 | 7.6% | 3% | 3% | 0% | 6% | -1.0% | -0.1% | 16%
Cc1cc(C)c2cc(CN(CCO)Cc3nnnn3Cc3ccc(F)cc3)c(=O)[nH]c2c1 | i | 1.0 | -1.6% | 2% | -5% | -6% | 16% | -1.2% | 0.3% | 8%
O=C(Nc1ccnn1C1CCN(C(=O)c2ccccc2C(F)(F)F)CC1)C1CC1 | i | 1.2 | -4.4% | 5% | 0% | 15% | 29% | -0.4% | 0.0% | -6%
CCOc1ccc(NC(=O)COc2ccc(OC)cc2)cc1 | i | 0.3 | -2.4% | 11% | -13% | -6% | -4% | -1.6% | -0.6% | -11%
Cc1ccccc1Nc1nc2ccccc2s1 | i | 0.3 | 1.7% | 11% | -23% | 17% | 18% | 2.8% | 0.5% | 17%

Continuation:
SMILES	Myeloid diff 2	Myeloid diff 2 GFP+ MAC1+ %	KOR beta-arrestin-1	GPR55 antagonists	NOD1 inhibition	GPR35 antagonists	KOR beta-arrestin-2	HIV peptide binding	GPR55 activation	NOD2 inhibition
O=C(NCCCN1CCCC1)C1CCC(=O)N1C1CCCCC1 (centres undefined)	i	2.2	9.9%	-1%	0%	6%	-25%	0.4%	-0.1%	-2%
CCN(CC)C(=O)Cn1cc(C(=O)C(=O)NCc2cccnc2)c2ccccc21	i	1.2	-1.6%	4%	-21%	2%	-4%	-0.7%	-0.2%	-2%
CCOc1ccc(N2C(=O)C3C(c4ccccc4)=NN(c4ccccc4)C3C2=O)cc1 (centres undefined)	i	0.3	0.6%	11%	-52%	0%	-6%	0.2%	0.0%	-22%
CCOC(=O)CN(C(=O)COc1nc(C)cc(C)c1C#N)c1ccc(Cl)cc1	i	0.8	3.8%	-3%	-9%	-5%	6%	-0.1%	0.2%	3%
Cc1ccc(C2=NC3(CCCCC3)N=C2SCC(=O)Nc2ccc3c(c2)OCCO3)cc1	i	2.9	4.8%	2%	-5%	1%	-16%	0.4%	-0.2%	1%
CC1CN(C(=O)c2cc3cc(Br)ccc3[nH]2)CC(C)O1 (centres undefined)	i	0.7	-2.6%	-11%	-5%	-1%	7%	11%	-0.3%	14%
COc1ccc(CCn2cc(C#N)c(=O)[nH]c2=O)cc1OC	i	0.1	-2.1%	2%	-14%	8%	4%[20 µM]	1.7%	-0.1%	7%
COCCNC(=O)/C(C#N)=C/c1c(N2CCN(C)CC2)nc2ccccn2c1=O	i	0.5	4.0%	4%	-10%	1%	-34%	1.0%	0.0%	-19%
CCN(CC)C(=O)Cn1cc(C(=O)C(=O)NCC2COc3ccccc3O2)c2ccccc21 (centres undefined)	i	0.7	-4.2%	-1%	-3%	10%	22%	-1.8%	0.9%	14%
Oc1ccc2ccccc2c1N=Nc1ccccc1F	i	0.4	0.0%	0%	7%	-1%	38%	-1.2%	-0.1%	8%
Cc1cccc(NC(=O)C2CCN(C(=O)NC3CCCCC3)CC2)c1	i	0.4	-4.9%	-3%	-31%	1%	2%	-1.3%	0.2%	11%
Cc1cc(C)nc(SCc2cccc(C(=O)O)c2)n1	i	7.6	0.0%	12%	-25%	-2%	7%	-2.6%	0.0%	1%
COc1cccc2cc(C(=O)Nc3ccccc3C)/c(=N/NS(=O)(=O)c3ccccc3)oc12	i	3.8	-5.6%	0%	-9%	2%	-35%	2.9%	0.1%	11%
Nc1ccc(C(=O)Nc2ccc(Nc3ccncc3)cc2)cc1	i	0.4	-0.6%	3%	-2%	8%	41%	2.3%	-0.1%	8%
CC(C)C(=O)Nc1ccc(-c2nc3cccnc3o2)cc1	i	0.9	-0.1%	9%	-29%	-5%	-18%	3.3%	-0.2%	-115%
Cc1onc(-c2c(Cl)cccc2Cl)c1C(=O)NNc1ccccc1	i	0.4	0.7%	10%	-7%	21%	-34%	-2.0%	-0.2%	-90%

Only part of the results is shown, so the mix of outcomes need not match the whole.
